Assay outcomes: PubChem, National Center for Advancing Translational Sciences (NCATS)
DT40 TDP1 no CPT = qHTS for Inhibitors of human tyrosyl-DNA phosphodiesterase 1 (TDP1): qHTS in cells in absence of CPT; DT40 Tdp1-/- hTDP1 cells, no CPT, ATP luminescence, 48 h; Potency, µM (titrated, usually from 46.2 µM), for the others: at the top dose activity change, negative = growth inhibition, usual class: inhibitors; hit rate 15% among 420,000; AID 686978, 2013; further: nearly all actives have a fitted effect of over 55% in size
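Cells were dispensed at 400 per well, compounds added by pin tool, plates incubated ≥48 hr at 37 °C, then CellTiter-Glo added for 30 min at room temperature before luminescence reading. Line: DT40 Tdp1-/- complemented with hTDP1; camptothecin omitted.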
DT40 TDP1 CPT = DT40-hTDP1 cell growth loss with CPT; hit rate 12% among 420,000; chicken DT40 Tdp1-/-;hTDP1 cells + 20 nM CPT, ATP luminescence, 48 h; AID 686979; Potency, µM (series often up to 46.2 µM), for the others: top-dose activity change, negative = growth inhibition, usual class: inhibitors; further: nearly all actives have a fitted effect of over 55% in size
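Chicken DT40 Tdp1-/- cells complemented with human TDP1, 400 cells/well, exposed to compounds plus 20 nM camptothecin for at least 48 h at 37 C; viability read as ATP content by CellTiter-Glo luminescence.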
KAT2A inh = inhibitors of human GCN5L2 histone acetyltransferase; Potency, µM (titrated, usually from 58.9 µM), for the others: top-dose activity change, negative = inhibition, actives largely listed as inhibitors; hit rate 0.21% among 390,000; Q92830; GCN5L2 HAT assay, ThioGlo1 CoA-SH fluorescence
Target sequence (Q92830 whole entry, looked up): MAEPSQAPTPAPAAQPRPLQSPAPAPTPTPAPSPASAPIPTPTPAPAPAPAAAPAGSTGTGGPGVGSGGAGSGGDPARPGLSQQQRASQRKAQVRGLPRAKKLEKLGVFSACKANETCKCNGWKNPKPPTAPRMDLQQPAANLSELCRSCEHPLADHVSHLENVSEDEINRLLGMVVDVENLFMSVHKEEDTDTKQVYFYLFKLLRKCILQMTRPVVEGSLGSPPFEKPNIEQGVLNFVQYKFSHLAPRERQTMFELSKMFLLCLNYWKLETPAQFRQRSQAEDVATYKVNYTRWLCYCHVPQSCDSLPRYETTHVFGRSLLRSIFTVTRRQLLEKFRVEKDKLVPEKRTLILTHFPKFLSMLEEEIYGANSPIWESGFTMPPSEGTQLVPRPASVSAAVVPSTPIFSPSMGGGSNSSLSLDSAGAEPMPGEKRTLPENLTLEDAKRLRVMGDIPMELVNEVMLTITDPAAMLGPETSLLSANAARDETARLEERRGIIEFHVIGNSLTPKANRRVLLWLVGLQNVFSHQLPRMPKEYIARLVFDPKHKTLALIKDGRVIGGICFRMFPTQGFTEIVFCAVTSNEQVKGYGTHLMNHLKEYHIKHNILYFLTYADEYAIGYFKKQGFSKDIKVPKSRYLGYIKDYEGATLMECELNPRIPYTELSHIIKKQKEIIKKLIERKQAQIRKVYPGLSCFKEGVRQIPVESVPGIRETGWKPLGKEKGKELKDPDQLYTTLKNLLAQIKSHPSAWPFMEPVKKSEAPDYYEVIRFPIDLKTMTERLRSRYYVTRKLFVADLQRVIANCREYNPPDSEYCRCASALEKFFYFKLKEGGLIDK
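qHTS, 1536-well. 20nM enzyme, pH 7.5 HEPES/EDTA/Tween-20 buffer; 15 min compound preinc., RT. Start: 75uM H3(1-25), 70uM AcCoA, 50uM ThioGlo1. Read Ex340/Em540 at t=0 (autofluorescence flag) and t=20 min.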
Active calls of the source: *; ? = inconclusive; · = no result given; & = joins results of further samples; [ ] = dose if it differs, or a comment. The call rests on the fitted dose curve; in most records, active means well fitted curve in the direction sought with a large enough effect; inconclusive means small, poorly fitted or top-dose-only effect, or another doubt; inactive means no such curve, though single readings can be large; an effect the other way counts as inactive or inconclusive. On the % scale 0 is the no-effect control and ±100 the full control effect; potency means the concentration at half of the fitted maximal effect. This is a subset; count on the stated rates, not on these rows.

structure | KAT2A inh | DT40 TDP1 no CPT | DT40 TDP1 CPT
COc1cccc(NC(=O)COC(=O)c2cc(=O)c3ccccc3o2)c1 | 1.0% | ? | ?
CC1=C(C(=O)N2CCN(c3cc(C)ccc3C)CC2)C2(CCC(C)CC2)OC1=O (centres undefined) | -5.0%&2.7% | ? | ?
CON1C(=O)C(=O)N(OC)C(C)(C)C1C (centres undefined) | -4.4% | -8.7% | 0.1%
COc1ccc(S(=O)(=O)N2CCCCCC2)cc1C(=O)N1CCCCC1 | -18.3% | -17.7% | -26.5%
O=C(CN1CCOCC1)Nc1ccccc1C(=O)Nc1ccccc1 | -17.5% | -10.8% | 1.3%
CC(C)n1nnnc1SCC(=O)c1ccc2c(c1)OCCO2 | 0.0% | ? | ?
CCn1c(=O)c(=O)[nH]c2cc(C(=O)NC3CCCc4ccccc43)ccc21 (centres undefined) | -24.6% | ? | ?
Cc1nn(CCCC(=O)Nc2ccc(Br)cc2F)c(C)c1[N+](=O)[O-] | -4.9% | 4.7% | ?
CCCC(=O)Nc1cc(C(=O)N(C)CC(OC)OC)ccc1S(=O)(=O)c1ccc(C)cc1 | 30.7%[activator] | 2.5% | -6.1%
O=C(NCc1ccco1)/C(=C\c1cccnc1)NC(=O)c1ccccc1F | -7.0% | -3.2% | 9.7%
COc1cc(CN(C(=O)c2cc3ccccc3oc2=O)C2CCS(=O)(=O)C2)cc(OC)c1OC (centres undefined) | -4.5%&-10.6% | 24.6%&-11.0% | -3.9%&4.9%
CN1C(=O)/C(=N\OC(=O)c2ccccc2Cl)c2ccccc21 | -0.9% | 23.1µM* | 23.1µM*
Cc1cc2nc(-c3ccccc3)c(CC3CCCCC3)n2c(C)c1Br | · | 14.6µM* | 23.1µM*
Cc1ccc(-c2cc(C(F)F)n3ncc(C(=O)N4CCCc5ccccc54)c3n2)cc1 | -8.7% | -22.1% | ?
CCOC(=O)c1ccc(NC(=O)c2cc3c([nH]c2=O)CC(c2ccccc2)CC3=O)cc1 (centres undefined) | 15.5% | -27.2% | 11.3%
CC(O)CNC(=O)C1CCN(Cc2ccc(OCc3ccccc3)cc2)CC1 (centres undefined) | -0.4% | 2.6% | -2.3%
CCOc1ccc(-n2c(C)c(C(=O)O)c3cc(OC)ccc32)cc1 | 0.7% | -4.8% | -13.8%
O=C(NCCCN1CCOCC1)C(=O)NCC1OCCN1S(=O)(=O)c1cc(F)ccc1F (centres undefined) | -0.7% | 7.9% | 4.3%
CCOC(=O)N1CCN(C(=O)c2ccc3c(c2)N(Cc2ccc(C)cc2)CCS3)CC1 | -7.7% | 23.1µM* | ?
COc1ccc(-c2cnc(N)nc2-c2ccc(OC)cc2O)cc1 | -16.6% | ? | ?

Overlap with the part before: three entries, followed by the next part.
structure | KAT2A inh | DT40 TDP1 no CPT | DT40 TDP1 CPT
O=C(NCCCN1CCOCC1)C(=O)NCC1OCCN1S(=O)(=O)c1cc(F)ccc1F (centres undefined) | -0.7% | 7.9% | 4.3%
CCOC(=O)N1CCN(C(=O)c2ccc3c(c2)N(Cc2ccc(C)cc2)CCS3)CC1 | -7.7% | 23.1µM* | ?
COc1ccc(-c2cnc(N)nc2-c2ccc(OC)cc2O)cc1 | -16.6% | ? | ?
CC(=O)c1c(C)nc(-c2ccc(OCC(=O)Nc3cccc(C)c3C)cc2)n1O | 0.4% | -17.9% | -2.8%
c1ccc(-c2ccc3c(c2)NCCN3)cc1 | -7.9% | ? | ?
Cc1ccc(NC(=O)N2CCc3cc(S(=O)(=O)N4CCC(C)CC4)ccc32)cc1 | 0.1% | -20.3% | -17.4%
CCCCCOC(=O)CSc1ncnc2c1sc1nc(N3CCOCC3)c3c(c12)CCCC3 | -2.2% | -11.4% | 0.3%
CCCCCCn1c(CN2CCC(C)CC2)nc2c1c(=O)n(C)c(=O)n2C | -1.0% | 16.4µM* | ?
O=C(/C=N/O)NCc1cccnc1 | 4.2% | -4.3% | -20.3%
Cc1ccc2cc(CN(CCCN3CCOCC3)C(=O)NC3CCCCC3)c(=O)[nH]c2c1C | -7.3% | ? | ?
Cc1ccc(NC(=O)CSc2nnc(C)n2C2CC2)cc1S(=O)(=O)N1CCOCC1 | 1.8% | 30.4%[activator] | 0.4%
COc1ccc(CCNC(=O)c2cc(C)oc2C)cc1OC | -5.6% | ? | 5.8%
COc1ccc(NC(=O)CSc2nc3sc(C)c(C)c3c(=O)n2Cc2ccco2)cc1 | -2.0% | ? | ?
COc1ccccc1-c1nnc2n(CCc3ccccc3)c(=O)c3ccccc3n12 | -1.0% | ? | ?
Cc1nc2cc(-c3ccc(Cl)cc3)nn2c(C)c1CCC(=O)N1CCN(c2ccccc2)CC1 | -5.4% | -1.2% | -10.9%
COc1ccc(CCC(=O)Nc2ccc(N3CCOCC3)cc2)cc1 | 3.3% | -17.7% | -12.0%
Cc1ccc(C(=O)C(C)[n+]2cccc(C(N)=O)c2)cc1 (centres undefined) | -15.5% | 21.2% | 0.5%
COc1cc(/C=N/N2C(=O)CSC2=S)ccc1O | -7.9% | -23.6% | -16.4%
Cc1ccc2c(=O)cc(C(=O)Nc3c(C)cccc3C)oc2c1 | -10.7% | -23.6% | -22.4%
Cc1ccc2c(c1)CCCN2C(=O)c1cccs1 | -28.0% | -2.3% | -6.6%
COc1cc(OC)c(OC)cc1CNCCNC(=O)c1nonc1N | -6.6% | -11.0% | -19.9%
CCCCC[C@@H]1C=C(C(=O)OCC)[C@H](c2ccccc2)N1S(=O)(=O)c1ccc(C)cc1 | · | 10.3µM* | 14.6µM*
CCCNC(=O)Nc1ccc(NC(C)=O)cc1 | -9.6% | ? | -19.0%
Cc1nc2ccccn2c1-c1csc(NCc2ccco2)n1 | 3.0% | 20.6µM* | 13µM*
COc1ccc(OCC(=O)Nc2c(C)ccc3nsnc23)cc1 | -0.1% | -25.8% | -24.2%
COc1ccc(C(C#N)=Cc2ccc(NC(C)=O)cc2)cc1 | · | -26.2% | -1.9%
O=C(NCCNS(=O)(=O)c1ccccc1)c1ccc([N+](=O)[O-])cc1 | -3.1% | 1.2% | -14.6%
Cc1cc(C)nc(SCC(=O)c2ccc(F)cc2)n1 | -0.9% | -10.0% | -3.6%
O=C(C1CC1)N1CCc2cc(Br)cc(S(=O)(=O)N3CCN(c4ccccn4)CC3)c21 | -3.2% | -7.7% | 7.5%
O=C(CSc1nnc(C2CC2)n1C1CC1)c1ccc(F)c(F)c1 | -0.2% | ? | 2.4%
CCOC(=O)C1Nc2ccc(C)cc2C2C=CCC12 (centres undefined) | · | 18.4µM* | ?
Cc1ccccc1Nc1cc(C(=O)NCCc2ccc(Cl)cc2)c2ccccc2n1 | -8.0% | ? | ?
CC1CN(C(=O)COC(=O)c2cccs2)CC(C)O1 (centres undefined) | -9.2% | -12.9% | -6.5%
CCOC(=O)C(NC(=O)c1ccccc1)(Nc1cccc(C)n1)C(F)(F)F (centres undefined) | -1.5% | ? | -18.3%
CCOC(=O)c1c(NC(=O)C2CCCCC2)sc2c1CCN(C(C)C)C2 | ? | 13µM* | 14.6µM*
CN1CCCCCC1=NC1=C(C#N)CCCC1 | 0.8% | -10.2% | 0.8%
COc1ccc(NC(=O)C2=C(C)Nc3nc(SCc4ccccc4C)nn3C2c2cc(OC)c(O)c(OC)c2)cc1 (centres undefined) | -15.2% | -0.7% | -2.4%
N#CCc1nn2c3c(cnc2c1C#N)C(=O)CCC3 | -13.3% | -22.4% | -4.7%
CCOC(=O)c1cccc(NC(=O)C2CCCN(S(=O)(=O)c3ccc4c(c3)oc(=O)n4C)C2)c1 (centres undefined) | 2.8% | ? | ?
Cn1c(Br)nc2c1c(=O)n(CC(O)COc1ccccc1)c(=O)n2C (centres undefined) | -4.9% | ? | 1.9%
O=C(c1nnc(Cc2ccc(Cl)cc2)o1)N1CCOCC1 | 1.6% | -2.0% | 26.1%
C/C(=N\NC(=O)c1ccc(Cn2cc(Br)cn2)o1)c1cccc(NC(=O)C(C)(C)C)c1 | -1.6% | ? | ?
Nc1nc2c(ncn2COC(CO)CO)c(=O)[nH]1 | -2.6% | 2.59µM* | 1.3µM*
CC(=O)NS(=O)(=O)c1ccc(N)cc1 | -10.8% | 3.2%&-7.0%&-5.8%&-3.2% | 5.8%&-3.3%&-11.3%&-4.6%
CCCNC(=O)COC(=O)CCC(=O)c1ccc(F)cc1 | -8.9% | -11.6% | -9.6%
O=S(=O)(c1ccccc1)c1nc(-c2ccccc2)oc1NCCCN1CCOCC1 | -16.4% | -16.3% | 0.7%
CCCCCn1cnnc1SCC(=O)c1c(N)n(C2CC2)c(=O)[nH]c1=O | -4.0% | 4.5% | 10.1%
COc1ccc(-c2ccc3c(N)c(C(=O)Nc4cccc(C)c4)sc3n2)cc1 | -3.8% | ? | 16.4µM*
O=[N+]([O-])c1ccc(Cl)c(S(=O)(=O)n2ccnc2)c1 | -6.5% | 25.3% | -13.7%
Cc1ccc(C(=O)Nc2cccc(C(=O)N/N=C/c3ccc(F)cc3)c2)cc1 | -6.2% | ? | ?
Cc1cccc2c(N=NC(=O)C(C)n3cnc4ccccc4c3=O)c(O)[nH]c12 (centres undefined) | · | ? | 3.4%
CC(C)C(NC(=O)C(NC(=O)C1OC2OC(C)(C)OC2C2OC(C)(C)OC12)C(C)C)C(=O)O (centres undefined) | -14.0% | -4.2% | 28.2%
Cc1cc(C)c(S(=O)(=O)Nc2cccc(-n3cnnn3)c2)c(C)c1 | -6.9% | ? | ?
O=C(C(c1ccccc1)c1ccccc1)N1CCN(CCN2C(=O)c3cccc4cccc(c34)C2=O)CC1 | -6.8% | ? | ?
Cc1ccc(-c2nc3ccc(Cl)cn3c2CC(C)(C)C)cc1 | · | -27.0% | ?
COC(=O)c1sccc1-c1ccc(/C=N/OCc2c(Cl)cccc2Cl)o1 | -7.4% | -1.2% | -17.1%
Cc1cccc(NS(=O)(=O)c2cccc(C(=O)NCC(c3ccc(F)cc3)N3CCOCC3)c2)c1 (centres undefined) | · | ? | ?
CCC1C(=O)N=C(SCC(=O)Nc2ccc(C)cc2)N(c2ccccc2)C1=O (centres undefined) | -2.0% | 8.1% | 5.6%
CC(=O)c1sc(NC(=O)C2CSC3(C)CCC(=O)N23)nc1-c1ccccc1 (centres undefined) | 1.7% | 2.2% | 3.6%
CC(=O)Nc1cccc(C(=O)OCC(=O)Nc2nnc(-c3ccccc3)o2)c1 | 1.4% | 1.0% | -1.8%
Cc1ccc(NC(=O)CN2C(=O)NC3(CCCC3)C2=O)cc1S(=O)(=O)N1CCCCC1 | -3.6% | -23.6% | -9.4%
c1csc(CCNc2ncnc3sc4c(c23)CCC4)c1 | -2.4% | 8.2µM* | 3.66µM*
COc1ccc(C2(O)CCN(CC(=O)Nc3nc(-c4ccccc4)cs3)CC2)cc1 | -2.8% | ? | ?

Some entries already given, showing only DT40 TDP1 CPT and KAT2A inh.
compound	DT40 TDP1 CPT	KAT2A inh
COc1ccc(-c2ccc3c(N)c(C(=O)Nc4cccc(C)c4)sc3n2)cc1	16.4µM*	-3.8%
O=[N+]([O-])c1ccc(Cl)c(S(=O)(=O)n2ccnc2)c1	-13.7%	-6.5%
Cc1ccc(C(=O)Nc2cccc(C(=O)N/N=C/c3ccc(F)cc3)c2)cc1	?	-6.2%
Cc1cccc2c(N=NC(=O)C(C)n3cnc4ccccc4c3=O)c(O)[nH]c12 (centres undefined)	3.4%	·

(list continues)
structure | KAT2A inh | DT40 TDP1 no CPT | DT40 TDP1 CPT
O=C(c1cc(Cl)c(=O)n(Cc2ccccc2)c1)N1CCOCC1 | -5.9% | -2.3% | 0.6%
CCC(=O)N1CCc2cc(Br)cc(S(=O)(=O)N3CCCC(C(=O)Nc4cccc(C)c4C)C3)c21 (centres undefined) | 19.1% | ? | ?
Cc1ccc(C)c(NC(=O)c2cnc3n(c2=O)CCS3)c1 | -10.3% | 4.5% | 4.3%
CCOC(=O)N1CCN(C(=O)c2ccc(-n3c(C)ccc3C)cc2)CC1 | -15.2% | 14.6µM* | ?
COc1ccc(Nc2nc3c(S(=O)(=O)c4ccc(C)cc4)nnn3c3ccsc23)cc1Cl | -1.3% | -5.5% | -0.4%
C=CCOc1ccc(C2/C(=C(\O)c3c(C)[nH]c(C(=O)OC)c3C)C(=O)C(=O)N2CCN(C)C)cc1 (centres undefined) | -6.4% | 13.3% | 5.1%
CN1C(=O)c2ccc(N(C)C)cc2C1=O | -1.9% | -1.4% | 1.2%
C=CCN(Cc1nc(-c2ccccc2)no1)C(=O)c1ccoc1C | -13.4% | ? | 29.1µM*
CCN(CC)C(=O)CN1CCC(n2c(C)nc3cc(C(F)(F)F)ccc32)CC1 | 3.4% | -10.5% | 7.8%
